Screens as filed in PubChem BioAssay.
ST2 inh = inhibitors of human ST2 (IL1RL1) binding to IL-33; AID 1259354; 2.3% of 78,000 active; AlphaLISA ST2-Fc/biotin-IL-33 interaction, 1 h; Q01638; inhibition, % for hits at 17 µM; in the data active means inhibition above about 30%; inconclusive means mostly about 10% to 28%
Target sequence (Q01638 whole entry, looked up): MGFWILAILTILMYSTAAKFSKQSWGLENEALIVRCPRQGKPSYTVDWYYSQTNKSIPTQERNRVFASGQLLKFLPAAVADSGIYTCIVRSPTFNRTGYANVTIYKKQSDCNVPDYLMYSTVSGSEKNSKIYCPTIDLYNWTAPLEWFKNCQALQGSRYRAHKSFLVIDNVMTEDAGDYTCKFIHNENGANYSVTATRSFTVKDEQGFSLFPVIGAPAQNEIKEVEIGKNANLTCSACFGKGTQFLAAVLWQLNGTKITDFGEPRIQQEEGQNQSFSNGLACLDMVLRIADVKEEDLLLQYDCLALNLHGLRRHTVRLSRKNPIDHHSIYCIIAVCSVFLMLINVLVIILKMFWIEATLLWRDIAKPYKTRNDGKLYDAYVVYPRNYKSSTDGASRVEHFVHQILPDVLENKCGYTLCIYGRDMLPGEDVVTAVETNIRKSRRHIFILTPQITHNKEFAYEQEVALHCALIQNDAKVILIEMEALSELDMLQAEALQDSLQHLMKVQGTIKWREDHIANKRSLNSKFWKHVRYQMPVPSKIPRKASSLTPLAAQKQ
The depositor's hits bear a star; i = inactive; ? = inconclusive. A portion of the library; count on the stated rates, not on these rows.

Start of the data: the first five records, to show the layout:
SMILES	ST2 inh
O=c1[nH]c2ccc(S(=O)(=O)NCc3ccco3)cc2s1	i
Cn1c(=O)c2c(-c3ccccc3)n(N)cc2n(C)c1=O	i
Cc1cc(C)c(NC(=O)C2CCCN2C23C[C@@H]4C[C@@H](CC(O)(C4)C2)C3)c(C)c1 (some centres undefined)	i
CCCn1c2ccccc2c2nnc(SCC(=O)c3ccccc3)nc21	i
N#CC1=C(N)OC2=C(C(=O)CC(c3ccccc3)C2)C1c1cccnc1 (centres undefined)	i

The whole of this part, repeating the preview:
SMILES	ST2 inh
O=c1[nH]c2ccc(S(=O)(=O)NCc3ccco3)cc2s1	i
Cn1c(=O)c2c(-c3ccccc3)n(N)cc2n(C)c1=O	i
Cc1cc(C)c(NC(=O)C2CCCN2C23C[C@@H]4C[C@@H](CC(O)(C4)C2)C3)c(C)c1 (some centres undefined)	i
CCCn1c2ccccc2c2nnc(SCC(=O)c3ccccc3)nc21	i
N#CC1=C(N)OC2=C(C(=O)CC(c3ccccc3)C2)C1c1cccnc1 (centres undefined)	i
Cc1ncsc1CCNC(=O)CSCc1ccccc1Cl	i
C=CCN1CCN(c2ncnc3c2CCN(C(=O)c2cccnc2)C3)CC1	i
C=CCSc1nnc2c(n1)OC(c1ccc(OC)cc1OC)N(C(C)=O)c1ccccc1-2 (centres undefined)	30%*
Cc1ccc(NCC(=O)c2ccccc2)cc1Cl	i
Fc1ccc(C(OCCCc2cnc[nH]2)c2ccc(F)cc2)cc1	i
COc1ccccc1OCc1nc(-c2ccc([N+](=O)[O-])cc2)no1	i
CCn1c(C2CCN(Cc3ccc(OC)c(COC)c3)CC2)n[nH]c1=O	i
c1ccc(OCCn2c(COc3ccccc3)nc3ccccc32)cc1	?
CNC(=O)c1ccc(CNC(=O)c2[nH]c3ccc(C)cc3c2C)o1	i
O=C(CN(c1ccccc1)S(=O)(=O)c1ccccc1[N+](=O)[O-])Nc1ccc(F)cc1	i
Cc1cc(C)nc(SCc2nc3ccc(Cl)cn3c2Cl)n1	?
Cc1ccccc1C1N(c2nccs2)C(=O)C2CCCN21 (centres undefined)	i
O=C(CSc1cn(Cc2ccc(F)cc2)c2ccccc12)N1CCOCC1	i
COc1ccc(-n2nc3c(c2NC(=O)c2ccc(OC)cc2OC)CSC3)cc1	i
CCn1cc(-c2c(-c3ccccc3)ncn2CCN2CCCCC2CO)cn1 (centres undefined)	?
Cc1ccc(-c2csc(/C(C#N)=C/c3ccc(N(C)C)cc3)n2)cc1	?
CCOC(=O)c1c(C)oc2cc(Br)c(OCC(=O)c3ccc(OC)cc3)cc12	i
COc1ccc(-c2cc(C[C@H]3CNCC[C@H]3CC(=O)N3CCN(c4ccccc4)CC3)no2)cc1	i
CSc1ccc(CN2CCC(O)CC2)cc1	i
CCOc1ccc(OCC(=O)Nc2c(C(=O)Nc3ccc(F)cc3)oc3ccccc23)cc1	i

Reprinted at random: 2 compounds from above
SMILES	ST2 inh
CCCn1c2ccccc2c2nnc(SCC(=O)c3ccccc3)nc21	i
CSc1ccc(CN2CCC(O)CC2)cc1	i

Additional compounds.
SMILES	ST2 inh
COCCCNC(=O)CSc1cc(=O)n(C)c2ccccc12	i
CN(C)CC1(O)CCN(C(=O)c2ccc(C(C)(C)C)cc2)C1 (centres undefined)	i
COc1ccc(C2CC3(C)CC(=O)C2C(C#N)(C#N)C3(C#N)C#N)cc1 (centres undefined)	?
O=C(Cc1c(C(=O)O)[nH]c2ccc(Cl)cc12)Nc1cccc(Cl)c1	i
COc1cc(Br)cc(/C=C2\Sc3ccccc3C2=O)c1O	60%*
O=C(NCC1Cc2cccc(-c3ncccn3)c2O1)c1ccc(-n2cccn2)cc1 (centres undefined)	?
Cc1cccc(NS(=O)(=O)c2ccc(C)c([N+](=O)[O-])c2)n1	i
Cc1ccc(I)cc1S(=O)(=O)n1nnc2ccccc21	?
Cc1nc(C(=O)N(C)Cc2cc(C(C)(C)C)n[nH]2)cs1	i
CC(CCc1ccc(O)cc1)NCCc1ccc(O)c(O)c1 (centres undefined)	i
NC12C[C@H]3C[C@@H](C1)CC(O)(C3)C2	i
O=C(C1CC=CCC1)N1CC(=O)N(C2CCCCC2)CC(OCc2cccnc2)C1 (centres undefined)	i
Cc1ccc(Cn2c(CNC(=O)c3ccc(C)cc3)nc3cccnc32)cc1	i
O=S(=O)(c1cccc(-c2nnc(-c3ccccc3)o2)c1)N1CCOCC1	i
CCC1=C(c2ccc(OC)cc2)S(=O)(=O)N(CC(=O)Nc2cccc(C)c2C)C1=O	i
Cc1[nH]nc(-c2ccc(OC(C)C)cc2O)c1Oc1ccccc1	i
COC(=O)c1nc2n(n1)C(c1cccc(Br)c1)C1=C(CCCC1=O)N2 (centres undefined)	?
Cc1ccc(N2C(=O)C3CC=CC(C)C3C2=O)cc1F (centres undefined)	i
O=C(Nc1ccccc1Cl)c1ccc(Cl)c(S(=O)(=O)N2CCCCCC2)c1	i
COc1ccc(NC(=O)C(Cl)(Cl)Cl)c([N+](=O)[O-])c1	34%*
COCCN(Cc1cccs1)C(=O)C(=O)Nc1ccc(C)cc1	?
CCC(=O)N1CCc2cc(Br)cc(S(=O)(=O)Nc3c(C)cc(C)cc3C)c21	i
O=C(O)c1ccccc1C1CCN(C(=O)c2ccccc2-n2cncn2)C1 (centres undefined)	i
COc1ccc(N2C(N)=C(C#N)C(c3ccsc3)C3=C2CC(C)(C)CC3=O)c(OC)c1 (centres undefined)	?
Cc1ccc(CSC2=NCCN2C(=O)c2ccc(C)cc2)cc1	i

As a working copy, part of the list above:
SMILES	ST2 inh
O=c1[nH]c2ccc(S(=O)(=O)NCc3ccco3)cc2s1	i
Cn1c(=O)c2c(-c3ccccc3)n(N)cc2n(C)c1=O	i
Cc1cc(C)c(NC(=O)C2CCCN2C23C[C@@H]4C[C@@H](CC(O)(C4)C2)C3)c(C)c1 (some centres undefined)	i
CCCn1c2ccccc2c2nnc(SCC(=O)c3ccccc3)nc21	i
N#CC1=C(N)OC2=C(C(=O)CC(c3ccccc3)C2)C1c1cccnc1 (centres undefined)	i
Cc1ncsc1CCNC(=O)CSCc1ccccc1Cl	i

Further structures follow.
SMILES	ST2 inh
COCc1nc(NCc2scnc2-c2ccccc2)c2cnn(C)c2n1	i
O=C(NCc1ccccc1)c1cccc(Cl)c1Cl	i
CC(=O)O[C@@H]1[C@@H](OC(C)=O)[C@H](C)O[C@@H](O[C@H]2[C@H](OC/C=C(\C)CC/C=C(\C)CC/C=C(\C)CCC=C(C)C)O[C@H](CO[C@@H]3O[C@@H](C)[C@H](O)[C@@H](O)[C@H]3O)[C@@H](O)[C@@H]2O)[C@@H]1OC(C)=O	i
CC(=O)Nc1ncc2c(n1)CC(c1ccc(F)cc1)CC2=O (centres undefined)	i
FC(F)(F)c1cc(-c2cccs2)nc(NCc2cccnc2)n1	i
Cc1ccc(CN2CCCC(O)C2)c(C)c1 (centres undefined)	i
COc1ccc(-c2nc3ccc(Br)cc3c(=O)o2)cc1OC	?
CCN(Cc1nc(COC)no1)C(=O)CC1=CCCCC1	i
O=C(c1ccccc1)c1ccc(NC(=O)c2cccs2)c(NC(=O)c2cccs2)c1	i
Cc1ccc(CN2CCN(c3ccccn3)CC2)c(C)c1	i
Cc1ccc(C(=O)/C=C/c2ccc(F)cc2)o1	?
O=C(CS(=O)(=O)c1cccc2nsnc12)Nc1ccccc1Br	i
O=[N+]([O-])c1ccc(N2CCOCC2)cc1Sc1nnnn1-c1ccccc1	i
Cc1cccc(-c2cn(C3CCCc4ccccc43)nn2)n1 (centres undefined)	i
CN1CCN(CCCOc2ccc(Cl)cc2C(C)(C)C)CC1	i
COc1ccc(NC(=O)C(C)Oc2ccccc2)c([N+](=O)[O-])c1 (centres undefined)	?
Cc1ccc(S(=O)(=O)CCC#N)cc1C	i
CCN(CC)S(=O)(=O)c1ccc(Br)c(C(=O)O)c1	i
Cc1nc2c(C(=O)NCCN(C)C)cnn2c(C)c1Cc1ccc(F)cc1	i
O=C(Cc1c(C(=O)O)[nH]c2ccccc12)Nc1ccc2c(c1)OCCO2	i
COCCn1c(CCCC(=O)NCc2cccnc2)nc2cccnc21	i
CC(C)C(C(=O)NC1CCCC1)N1CCN(C)C(=O)C1=O (centres undefined)	?
O=C1Nc2ccc(-c3ccc(Cl)cc3)cc2C(=O)N2CCN(C(=O)c3ccccc3)C[C@H]12	i
CCN(CC)C(=O)Cn1cnc2sc(C(=O)Nc3ccccc3C(F)(F)F)c(C)c2c1=O	i
COc1ccc(C(=O)O/N=C(/N)c2cccnc2)cc1	i

New compounds follow
SMILES	ST2 inh
CCc1ccccc1NC(=O)COc1ccccc1	i
COc1cc(NC(=O)c2ccc(C)c(C)c2)c(OC)cc1NC(=O)c1ccccc1	?
COCC(=O)N1CCCN(Cc2cccc(-n3cccn3)c2)CC1	?
CNc1ncnc2c1C(c1ccc(Cl)cc1)c1c(NC)ncnc1O2	i
CC(NC(=O)c1cc(C2CC2)on1)c1ccccc1 (centres undefined)	i
C=CCc1cc(C)ccc1OCCOCCn1ccnc1	i
COc1cc(CN2CCN(c3ccc([N+](=O)[O-])cc3)CC2)ccc1O	i
COc1ccc(-c2cc(C)cc3c2OC(CNC(=O)c2cccc(Cl)c2F)C3)nn1 (centres undefined)	i
COc1ccc(OC)c(NC(=O)c2ccc(Cl)cc2)c1	?
Nc1cc(N)nc(SCC(=O)Nc2nc3c(s2)CCCC3)n1	?
CCc1nnc(NC(=O)NCC(c2cccnc2)N2CCOCC2)s1 (centres undefined)	i
O=[N+]([O-])c1ccc(-[n+]2nc(-c3ccccc3)nn2-c2ccccc2)cc1	i
COC(=O)C1=C(C)Nc2nc(SC)[nH]c(=O)c2C1c1cccc(F)c1 (centres undefined)	i
CC(C)c1ccc(-c2cn(C(C)c3nccs3)nn2)cc1 (centres undefined)	i
Cn1cnnc1C1CCN(c2nc(-c3cccnc3)nc3c2cnn3C)CC1	i
CCn1c(C(=O)OC)c(NC(C)=O)c2cc(NC3CCc4ccccc4C3)cnc21 (centres undefined)	i
CC(=O)N(C(C)=O)c1cc(N2CCOCC2)c([N+](=O)[O-])cc1C	i
CCN1CCN(C(=O)c2ccc(N3CCC(N4CCC(c5ccccc5)CC4)CC3)cc2)CC1	?
Cc1ccccc1CN1CCN(CCOCCO)CC1	i
O=S1(=O)C=CC(Nc2ccc(Cl)cc2)C1 (centres undefined)	i
O=C(NC[C@H]1O[C@@H](CO)[C@@H](O)[C@H]1N1CCN(c2ccccc2)CC1)Nc1ccccc1	i
COC(=O)[C@@H]1Cc2ncn(C)c2CN1Cc1ccc(C(F)(F)F)cc1	i
CCn1cc(CN2CCC(N3CCCC3=O)CC2)c2ccccc21	i
CCOc1ccc(N2C(=O)Nc3ccc(Br)cc3C2(O)C(=O)NC(C)C)cc1 (centres undefined)	i
COC(=O)c1ccc(COc2ccc3c(-c4ccccc4)cc(=O)oc3c2)cc1	i

Next section.
SMILES	ST2 inh
COc1ccc(CNC(=O)C2CCN(Cc3cccc(OCc4ccccc4)c3)CC2)cc1	i
O=C(c1cc2ccccc2o1)N1CCN=C1SCc1cccc(C(F)(F)F)c1	i
COc1ccc(Cn2c(-c3ccncc3)n[nH]c2=O)cc1	i
O=C(O)CN=C1NC2(CCCCC2)Cc2ccccc21	?
CC(C)O[C@H]1CN(C(=O)c2cc(Cn3ccc4ccccc43)[nH]n2)C[C@@H]1O	i
Cc1cc(C)cc(N(C(=O)c2cccc(Cl)c2)C2C=CS(=O)(=O)C2)c1 (centres undefined)	i
CC1(C)CC2CC(C)(CN2C(=O)c2cc(-c3ccc(Br)cc3)on2)C1 (centres undefined)	i
N#CC1=C(N)N(c2sc3c(c2C#N)CCCCC3)C2=C(C(=O)CCC2)C1c1cccnc1 (centres undefined)	?
O=C(CC1(c2ccccc2)CC(=O)N(Cc2cccs2)C1=O)N1CC[C@@H]2CCCC[C@H]2C1 (some centres undefined)	i
CCOC(=O)c1ccc(Nc2ncnc3nc[nH]c23)cc1	30%*
O=C(c1ccc2c(c1)OCO2)N1CCN=C1SCc1ccccc1F	?
CC(C)C(NC(=O)COc1cccc(Br)c1)C(=O)O (centres undefined)	i
CCOc1ccccc1CN1CCC(N2CCCCC2)CC1	i
CN(C)CCOC(=O)C1(c2ccccc2)CCCC1	i
CN1C(=O)Cc2cc(S(=O)(=O)CCC(=O)Nc3ccc(Cl)c(C(F)(F)F)c3)ccc21	i
Cc1cc(-n2cccn2)ccc1CN1CCN(c2cc(=O)[nH]c(N)n2)CC1	40%*
O=[N+]([O-])c1ccccc1-c1ccc(/C=C/c2ccncc2)o1	49%*
O=C(c1ccc(Cl)c(Cl)c1)N1CCN(c2ccc(N3CCOCC3)nn2)CC1	?
CCOC(=O)c1c(NC(=O)COc2ccc(F)cc2)sc2c1CCCCC2	i
COc1ccc(CC(=O)N2CC[C@@H](CC(=O)O)[C@@H](CCN3CCOCC3)C2)cc1	?
CCN(C(=O)c1cc2c(=O)n3cccc(C)c3nc2n1C)c1ccccc1	?
Cc1cccc(CC(=O)Nc2cnn(-c3cccc(C(=O)N4CC5CC6CC4C[C@@H](C6)C5)c3)c2)c1	i
CCOc1ccc(S(=O)(=O)N2CCC(n3c(Cc4ccccc4)nc4cccnc43)CC2)cc1	?
O=C(Nc1ccccc1I)c1cc([N+](=O)[O-])ccc1Cl	i
CCC1CCCCN1C(=O)Nc1ccccc1 (centres undefined)	?

Reformatted comma-delimited: part of the list above.
canonical_smiles,ST2 inh
N#CC1=C(N)N(c2sc3c(c2C#N)CCCCC3)C2=C(C(=O)CCC2)C1c1cccnc1 (centres undefined),?
O=C(CC1(c2ccccc2)CC(=O)N(Cc2cccs2)C1=O)N1CC[C@@H]2CCCC[C@H]2C1 (some centres undefined),i
CCOC(=O)c1ccc(Nc2ncnc3nc[nH]c23)cc1,30%*

(next part)
SMILES	ST2 inh
CCOc1cc(C2Oc3nc(SC)nnc3-c3ccccc3N2C(C)=O)ccc1OC (centres undefined)	i
NC(=O)c1cccc(CC2CCN(C(=O)c3[nH]ncc3Cl)C2)c1 (centres undefined)	i
Cc1ccc(N2CC(NC(=O)Cc3ccc(F)cc3)CC2=O)cc1C (centres undefined)	i
CC(C)Cc1cc(C(=O)Nc2cccnc2)no1	i
COc1cccc2sc(N3CCCCC3)nc12	i
COC(=O)C1=C(N)OC2=C(C(=O)CC(C)(C)C2)C1c1cccc(Br)c1 (centres undefined)	i
CC(C)C(=O)N1c2ccccc2NC2=C(C(=O)CCC2)C1c1ccc(Cl)cc1Cl (centres undefined)	?
CC(=O)C1=C(O)CCC1=NCCc1ccccc1	i
COc1ccccc1C(=O)N1CCC2(CCCN(CC3CCC3)C2=O)C1 (centres undefined)	i
